EphA4 KYL inhibition = inhibitors of EphA4 binding to KYL peptide, primary screen, biochemical, colorimetric, mouse EphA4 (AID 689) | EphA4-AP binding to KYL peptide, pNPP A405; higher % means a stronger effect | one-dose inhibition, % at 10 µM; IC50 in µM for titrated hits | actives 0.1% (n = 62,000); in the data active = a potency from the dose series; inactive = the rest, 99 in 100 with inhibition below about 22%
The depositor's hits bear a star. Some of the compounds tested; count on the stated rates, not on these rows.

EphA4 KYL inhibition	SMILES
9%	O=C(NCc1cccnc1)C1CC(=O)N(c2ccc(F)cc2)C1 (stereo not drawn)
-2%	COc1ccc(C(=O)NCc2cccnc2)cc1OC
14%	O=C1C2C3C=CC(CC3)C2C(=O)N1/N=C/c1cc([N+](=O)[O-])cc(Br)c1O (stereo not drawn)
-9%	N#Cc1c(N)sc(=S)c2c1CCCC2
0%	CN1CCN(c2ccc([N+](=O)[O-])cc2S(=O)(=O)N2CCOCC2)CC1
-35%	CCNC(=O)CP(=O)(c1ccccc1)c1ccccc1
7%	Cc1cccc(-c2noc(Cc3ccccc3)n2)c1
-11%	COc1cc2nc(CN3C(=O)c4ccccc4C3=O)oc(=O)c2cc1OC
10%	O=S(=O)(Nc1ccc2c(c1)nc1n2CCN(Cc2ccccc2)C1)c1ccc(Cl)cc1
-11%	CCOc1ccc(C(=O)NN2C(=O)C3C4C=CC(O4)C3C2=O)cc1 (stereo not drawn)
-8%	COc1ccc(-c2noc(-c3ccccc3-c3ccccc3)n2)cc1
-11%	COc1ccc(NC(=O)CSc2nnc(Cc3ccccc3)o2)c(OC)c1
-9%	Cc1cc(=O)[nH]c(SCC(=O)Nc2nc(-c3ccccc3)cs2)n1
3%	Cn1c(COc2ccccc2)nnc1SCC(=O)Nc1ccc(S(N)(=O)=O)cc1
8%	CCCCOc1ccc(C(C)NC(=O)C2CCCN(S(=O)(=O)CC)C2)cc1 (stereo not drawn)
8%	CC(NC(=O)C12CC3CC(CC(C3)C1)C2)C(=O)NCCN(C)C (stereo not drawn)
5%	Cn1cccc1C(=O)OCc1csc(-c2ccccc2)n1
-4%	COc1ccc(-c2cc(=O)n3[nH]c(-c4cccc(C)c4)cc3n2)cc1
-1%	CCOC(=O)c1cnc2cc(-c3ccc(Br)cc3)[nH]n2c1=O
2%	CCOC(=O)C1=C2SCCN2C(=O)C(C#N)C1(C)C (stereo not drawn)
-3%	COc1ccc(OC)c(C2=Nn3c(nnc3-c3ccco3)SC2)c1
-12%	CCOCC(=O)Nc1ccc(C)c(Cl)c1
-2%	Cc1ccc(C(=O)N/C(=C\c2cccs2)C(=O)NCCCn2ccnc2)cc1C
9%	CCCCOC(=O)c1ccc(NC(=O)c2cncc(Br)c2)cc1
2%	Cc1ccc(NC(=O)N2CCCC2C(=O)NCCC2=CCCCC2)cc1 (stereo not drawn)
8%	CCn1c(=N)n(CC(=O)c2ccc(OC)cc2)c2ccccc21
-8%	Cc1ccc2oc(-c3cc(NC(=O)c4cc5ccccc5o4)ccc3O)nc2c1
9%	Cc1ccc(C(=O)NC(Cc2c[nH]c3ccccc23)C(=O)O)o1 (stereo not drawn)
-15%	CC(=O)OCC(=O)NCc1ccc2c(c1)OCO2
1%	CCOCCCNC(=O)C(NC(=O)CC1NC(=O)NC1=O)c1ccc(Cl)cc1 (stereo not drawn)
4%	Fc1cccc(Cl)c1CSc1nnc(COc2cccc3cccnc23)o1
-10%	COc1ccc(C(=O)Nc2ccc3oc(-c4cccc(F)c4)nc3c2)cc1OC
-2%	COc1ccc(-c2ccc3c(N)c(C(=O)c4cccc(OC)c4)sc3n2)cc1
1%	CN(C(=O)COC(=O)COc1ccc(Cl)cc1)C1CCCCC1
13%	COc1ccc(-c2cc3nc(C)cc(NCCO)n3n2)cc1
-4%	CCOC(=O)C1CCN(C(=O)C2CCN(S(=O)(=O)c3cccc4cccnc34)CC2)CC1
-5%	CCNC(=O)NC(=O)CSc1nc2ccccc2n1CCOC
8%	CCN(CC)c1ccc(NC(=O)C2CC3CCC2C3)cc1 (stereo not drawn)
4%	O=C1CC(c2ccco2)Cc2nc(N3CCc4ccccc4C3)ncc21 (stereo not drawn)
-18%	CCOC(=O)c1c(C)nc2sc3c(c2c1-c1ccc(OC)cc1)NC(c1ccc(OC)cc1)NC3=O (stereo not drawn)
-5%	CN(C(=O)c1cccnc1)c1nc(-c2ccccc2)cs1
-1%	C=CCNC(=S)NC12CC3CC(CC(C3)C1)C2
9%	Cc1[nH]n(-c2ccccc2)c(=O)c1/C=N/n1c(C)nc2ccccc2c1=O
-2%	CCOc1ccc(N(CC(=O)NC2CCCC2)C(=O)CSc2nnc(COc3ccccc3)o2)cc1
-10%	COc1cccc(/C=N/N2CCN(Cc3cccc4ccccc34)CC2)c1
-12%	CNC(=O)c1c(-c2ccccc2)oc2ccc(O)cc12
-4%	Cc1csc(SCc2ccccc2C(=O)O)n1
-9%	CCN1CCN(CC(=O)NC2CCCC2)C(=O)C1=O
-14%	Cn1nccc1C(=O)NC(=S)Nc1sc2c(c1C#N)CCCCC2
9%	O=C(Nc1cccc(C(F)(F)F)c1)C1CC(=O)N(c2ccccc2)C1 (stereo not drawn)
-5%	CSc1ccccc1C(=O)Nc1ncc(C)s1
-16%	CCOc1ccc(C2=Nn3cnnc3SC2)cc1
-10%	O=C(Nc1ccc(NC(=O)c2sc3ccccc3c2Cl)cc1Cl)c1ccco1
-8%	Cc1cc(C(=O)N2CCc3ccccc32)c2cc(F)ccc2n1
2%	COc1cc(NC(=O)c2cncc(Br)c2)c(OC)cc1Cl
-3%	COc1cccc(/C=N\Nc2nncc(-c3ccccc3)n2)c1
-7%	COc1ccc(-c2noc(C3CCCN(S(=O)(=O)c4ccc(C)c(Cl)c4)C3)n2)cc1OC (stereo not drawn)
10%	Cc1occc1-c1nnc(SCC(=O)c2ccccc2)n1CC1CCCO1 (stereo not drawn)
-6%	Cc1nc(SCC(=O)N2c3ccccc3Sc3ccccc32)n[nH]1
3%	CSCC[C@H](NC(=O)c1ccc(Cl)c(S(=O)(=O)N2CCCC2)c1)c1nc2ccccc2[nH]1

Going on with the list:
EphA4 KYL inhibition	SMILES
-1%	O=[N+]([O-])c1ccc(CSc2nnc(-c3cccc(F)c3)n2-c2ccccc2)cc1
-3%	CCOc1ccc(/C=C2/SC(=S)NC2=O)cc1Cl
-13%	COC(=O)c1ccccc1NC(=O)CN1CCC(C(=O)c2ccc3c(c2)OCCO3)CC1
-8%	Cc1nnsc1SCC(=O)O
1%	CCN1CCc2c(C#N)c(N3CCOCC3)nc(NCCO)c2C1
-11%	O=c1c2c(nc3cc(-c4ccccc4)[nH]n13)CCS2
4%	CCC(=O)N(CC)c1nc(-c2ccc(OC)cc2)cs1
-9%	O=C(NC1CCCC1)C(c1ccc(O)cc1)N(CC1CCCO1)C(=O)C1COc2ccccc2O1 (stereo not drawn)
0%	Cc1ccc2oc(=O)n(CCOc3ccccc3Cl)c2c1
-15%	Cc1ccc(-c2cc(C#N)c(=O)n(Cc3c(Cl)cccc3Cl)c2)cc1
-3%	COc1cc(C(=O)Nc2nc(OC)c(-c3ccccc3)c(OC)n2)cc(OC)c1OC
0%	NCCCNc1ccccc1[N+](=O)[O-]
-7%	C=CCn1c(SCC(=O)Nc2cc(C)on2)nc2sc(C)c(C)c2c1=O
-12%	COc1ccc(OCC(O)Cn2c(Nc3ccccc3)nc3c2c(=O)n(C)c(=O)n3C)cc1 (stereo not drawn)
-6%	CSc1nnc(NC(=O)CCc2ccccc2)s1
-1%	CCOc1ccc(NC(=O)C2CCC(N3C(=O)C4CC=CCC4C3=O)CC2)cc1 (stereo not drawn)
0%	O=C(CCc1ccc(S(=O)(=O)N2CCOCC2)cc1)NCCCN1CCCC1=O
4%	COc1ccc(NC(=O)C(F)(OC)C(F)(F)F)c(OC)c1 (stereo not drawn)
-18%	CC(C)CC(NC(=O)C1CCCCC1)C(=O)N1CCN(c2ccccn2)CC1 (stereo not drawn)
7%	COCCN(CC(=O)Nc1cccc(C)c1)S(=O)(=O)c1ccc(S(=O)(=O)N2CCCC2)cc1
-4%	Cc1noc(C)c1S(=O)(=O)N(C)CC(=O)NCc1ccccc1
-19%	CCOC(=O)c1c(N)sc(C(O)(C(F)(F)F)C(F)(F)F)c1-c1ccc(Cl)cc1
-3%	Cc1ccc(C)c(N2CCN(S(=O)(=O)c3ccc4c(c3)CCN4C(=O)CCC(=O)O)CC2)c1
-8%	O=C1N/C(=N\N=C\c2ccccn2)SC1Cc1cccc(SC(F)F)c1 (stereo not drawn)
-2%	O=S(=O)(c1ccc(Cl)cc1)c1ccccn1
17%	O=C(CSc1n[nH]c(-c2ccco2)n1)N1c2ccccc2Sc2ccccc21
0%	C=CCn1c(SCC(=O)NCc2ccc3c(c2)OCO3)nnc1C1CCCCC1
0%	Cn1c(/C=C/c2ccc([N+](=O)[O-])o2)nc2ccccc2c1=O
-14%	Cc1cc(C)c(NC(=O)CN2C(=O)NC3(CCCCC3)C2=O)c(Cl)c1
-9%	CCOC(=O)c1c(C)nc2sc3c(c2c1-c1ccc(OC)cc1)NC(c1ccccc1)NC3=O (stereo not drawn)
-14%	CC1=C(C(=O)Nc2ccccc2)C(c2ccc(C)cc2)N=C(Nc2nc3ccccc3o2)N1 (stereo not drawn)
0%	CCc1c(C)c(C#N)c2nc3ccccc3n2c1Nc1c(C)n(C)n(-c2ccccc2)c1=O
10%	Cc1c(Cl)ccc2c1NC(=O)[C@]21[C@@H]2C(=O)N(Cc3ccccc3)C(=O)[C@@H]2[C@@H]2CCCN21
1%	Cc1cccn2cc(CSc3ccccc3N)nc12
-4%	CC(C)CCNC(=O)CN(C(=O)Cn1nnc(-c2ccc(F)cc2)n1)C1CCCC1
-8%	CC(=O)Nc1cccc(NC(=O)CSc2nnnn2Cc2ccccc2)c1
0%	Cc1cc(C)c2cc(C(c3nnnn3C3CCCC3)N3CCOCC3)c(=O)[nH]c2c1 (stereo not drawn)
-7%	COc1cccc(NC(=O)N(Cc2ccco2)C(C)c2cccs2)c1 (stereo not drawn)
18%	c1cnc(N2CCN(c3nc4ccccc4n4cnnc34)CC2)nc1
-14%	O=C(CCn1[nH]c(=O)c2ccccc2c1=O)OC1CCCCC1
-12%	CCc1nnc(NC(=O)CCC(=O)N2CCN(Cc3ccccc3)CC2)s1
-5%	N#Cc1c(N)nc2c(c1N)CC(CO)O2 (stereo not drawn)
-14%	S=c1nc(-c2ccco2)[nH][nH]1
8%	CN(CCOC(=O)C(C)(c1ccccc1)c1ccccc1)C(C)(C)C
8%	CCOC(=O)c1c(C)oc2cc(Br)c(OCc3ccc([N+](=O)[O-])cc3)cc12
-8%	CCOC(=O)CSc1nnc(CNC(=O)c2cc(OC)c(OC)c(OC)c2)n1C
-30%	COC1CCCCC1Nc1cc(C)cc(C)c1 (stereo not drawn)
-14%	O=C(CN1CCOCC1)Nc1c2c(nc3c1CCC3)CCC2
-12%	O=C(COc1ccccc1)Nc1ccc(S(=O)(=O)NCc2ccco2)cc1
-8%	CCOC(=O)CSc1nc2cc(C(=O)NCC3CCCO3)ccc2c(=O)n1Cc1ccco1 (stereo not drawn)
12%	CC(=O)Nc1c(C(=O)N2CCOCC2)cnn1-c1ccc(C)c(C)c1
-13%	COC(=O)c1ccccc1OCCOc1ccccc1C(=O)OC
-14%	Cc1ccc(NC(=O)N(C2CCCCC2)C(C)c2cccnc2)cc1C (stereo not drawn)
-4%	Cc1nnc2n(Cc3ccccc3)c(=O)c3c4c(sc3n12)CN(Cc1ccccc1)CC4
-5%	CC(=O)N(CC1CCCO1)C1(C(=O)NC2CCCC2)CCCCC1 (stereo not drawn)
-13%	O=c1nc2ccccc2c2n1CC(CN1CCN(c3cccc(Cl)c3)CC1)N2 (stereo not drawn)
3%	CCc1ccccc1N(CC)C(=O)c1cn(CC)c(=O)c2cc(OC)c(OC)cc12
-4%	O=C(NCc1ccc2c(c1)OCO2)c1cccs1
-8%	CCC(=O)N1CCN(C(=O)CC)C1c1ccccc1
1%	Cc1ccc(Nc2nc(N)nc(CN3CCN(c4ccccc4F)CC3)n2)cc1

Next compounds
EphA4 KYL inhibition	SMILES
22%	O=c1/c(=C/c2ccco2)sc2nc(-c3ccccc3Br)nn12
2%	CCC(C)[C@H](NC(=O)Nc1cccc(OC)c1)C(=O)OC (stereo partly drawn)
-14%	Cc1ccc(/C=C/C(=O)c2c(C)nc3ccccn23)cc1
-6%	CCCOc1cccc(-c2nnc(NC(=O)Nc3cccc(Cl)c3)s2)c1
-9%	CN1CCN(C(=O)c2ccccc2NC(=O)c2cccs2)CC1
-6%	S=c1nc(-c2ccccc2)n(CCN2CCOCC2)c2c1CCCC2
-8%	CC1CCOC2(O1)C(=O)N(CN1CCN(c3cccc(Cl)c3)CC1)c1ccccc12 (stereo not drawn)
0%	COCCOC(=O)c1c(C)oc2ccc(OCc3ccccc3Cl)cc12
6%	COc1cccc(N2CCN(c3ccc(S(=O)(=O)N4CCCC4)cc3)CC2)c1
